Compound activity (PubChem)
LMPTP block – blocks human LMPTP phosphatase. 0.22% of 360,000 active. inhibition, % at 20 µM. P24666. recombinant LMPTP-A, OMFP fluorogenic substrate, fluorescence intensity;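 active means compounds that cut the enzyme signal by at least half of the control window in the single-dose screen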;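 further: plate controls were DMSO wells with enzyme plus substrate for no effect and substrate without enzyme for full effect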
Target sequence (P24666 whole entry, looked up): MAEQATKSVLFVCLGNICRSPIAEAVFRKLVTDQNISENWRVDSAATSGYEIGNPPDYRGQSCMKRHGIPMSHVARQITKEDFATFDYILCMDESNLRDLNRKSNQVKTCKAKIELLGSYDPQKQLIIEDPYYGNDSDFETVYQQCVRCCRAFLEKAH
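Test system: LMPTP-A phosphatase enzyme; input: 0.625 nM LMPTP-A final; reagent: OMFP substrate, 400 µM final; compound dosing: 20 µM single dose, 3% DMSO; incubation: 50 min dark incubation at room temperature; measured by: endpoint fluorescence intensity from OMFP dephosphorylation; measure: % inhibition relative to no-enzyme and uninhibited control wells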
TbMetRS inhib – Trypanosoma brucei MetRS inhibition. purified T. brucei MetRS, ATP depletion, Kinase-Glo luminescence. inhibition, % at 11.9 µM. 0.4% of 360,000 active;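 active means inhibition above a per-plate cutoff of the control wells' mean inhibition plus 3 SD, cut at about 5.5% in these data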;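 further: 0% = DMSO wells median and 100% = median of wells with control inhibitor compound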
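Measured by: Kinase-Glo luciferase luminescence reporting remaining unconsumed ATP. Material: purified T. brucei MetRS enzyme. Doses: 11.9 µM compound single dose, 0.9% DMSO. Medium: HEPES buffer containing pyrophosphatase, BSA, spermine, DTT. Times: 15 min preincubation, 2 h reaction, all 25 °C. Reagent: methionine, ATP and bulk E. coli tRNA.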
Scp1 inh – inhibitors of human Scp-1 phosphatase; Recombinant Scp1, phosphopeptide, malachite green phosphate absorbance; AID 493091; inhibition, % at 20 µM; Q9GZU7; 0.88% of 340,000 active;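 active means inhibition above about 50% at 20 µM, limit read from the data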;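 further: plate controls were DMSO wells with enzyme for no effect and wells lacking enzyme for full effect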
Target sequence (Q9GZU7 76-261 limits assumed): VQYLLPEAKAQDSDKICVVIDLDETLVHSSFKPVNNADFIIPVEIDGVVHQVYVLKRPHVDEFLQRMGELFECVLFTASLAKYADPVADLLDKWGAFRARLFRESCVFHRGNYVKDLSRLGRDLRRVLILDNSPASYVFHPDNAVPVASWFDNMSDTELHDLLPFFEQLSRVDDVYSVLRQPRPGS
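Test system – truncated SCP-1 phosphatase (76-261aa) · Reagent – Phosphorylated 17-residue peptide substrate · Incubation – 45 min room-temperature reaction, 5 min colour, 30 min stabiliser · Detection – colorimetric phosphate reagent with accelerator and stabiliser, absorbance at 630 nm · Measure – % inhibition at 20 µM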
DNMT1 block – DNMT1 (human) enzyme inhibition; P26358; DNMT1 molecular beacon, Hinp1I cleavage, fluorescence; inhibition (reported as % activation of signal), % at 10 µM; 0.83% of 360,000 active; AID 588458; in the data active means inhibition above about 50%
SUMO1 PPI mod – SUMO1-SIM interaction modulation; SUMO1 binding to a labelled peptide, TR-FRET, 1 h; inhibition, % at 20 µM; 0.33% of 360,000 active; in the data active means inhibition above about 37%
Target sequence (P63165 whole entry, looked up): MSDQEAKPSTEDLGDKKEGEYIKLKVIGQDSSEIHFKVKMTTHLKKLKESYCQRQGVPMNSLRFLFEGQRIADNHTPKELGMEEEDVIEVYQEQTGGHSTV
STEP inh – inhibitors of human striatal-enriched phosphatase STEP | 0.25% of 360,000 active | P54829 | inhibition, % at 20 µM | recombinant STEP, OMFP fluorogenic substrate, fluorescence | AID 588621;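 active means inhibition at 20 µM, scaled per plate between control wells, above about 37%, limit read from the data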;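 further: 0% = DMSO with enzyme and substrate and 100% = substrate only without enzyme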
Target sequence (P54829 whole entry, looked up): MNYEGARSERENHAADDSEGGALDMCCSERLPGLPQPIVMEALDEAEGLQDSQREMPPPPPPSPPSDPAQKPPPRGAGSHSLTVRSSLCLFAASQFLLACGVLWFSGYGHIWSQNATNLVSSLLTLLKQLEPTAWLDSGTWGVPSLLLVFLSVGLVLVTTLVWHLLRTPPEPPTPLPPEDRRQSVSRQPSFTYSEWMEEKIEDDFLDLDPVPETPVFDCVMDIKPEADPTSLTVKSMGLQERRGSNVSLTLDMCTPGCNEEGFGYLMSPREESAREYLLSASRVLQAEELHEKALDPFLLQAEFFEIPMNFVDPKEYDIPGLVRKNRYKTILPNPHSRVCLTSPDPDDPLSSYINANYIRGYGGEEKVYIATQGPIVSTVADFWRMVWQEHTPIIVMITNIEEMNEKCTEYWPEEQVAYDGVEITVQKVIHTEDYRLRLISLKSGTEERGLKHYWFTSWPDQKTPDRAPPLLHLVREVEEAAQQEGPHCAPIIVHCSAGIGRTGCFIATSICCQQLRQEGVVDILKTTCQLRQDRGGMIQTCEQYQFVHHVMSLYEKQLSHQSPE
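Measure: Control-normalized % inhibition with plate pattern correction | Test system: STEP phosphatase, cell-free reaction | Medium: pH 6.0 Bis-Tris with DTT and Tween 20 | Technique: Fluorescence, 480/540 nm | Times: Reaction 20 min, ambient temperature | Doses: Single compound dose of 20 µM, 1% DMSO final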
bovine MsrA act – bovine methionine sulfoxide reductase A activation; purified bovine MsrA, absorbance read-out; 0.3% of 360,000 active; activation, % at 10.6 µM; in the data active means activation above about 7.5%;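 further: 0% = vehicle and 100% = reference activator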
MsrA inhibitor – bovine MsrA inhibition; AID 651718; purified bovine MsrA, absorbance read-out; inhibition, % at 15.5 µM; 0.75% of 360,000 active; in the data active means inhibition above about 4.5%;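 further: 0% = vehicle wells with enzyme and 100% = reference inhibitor wells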
E coli Lon inh – E. coli protease La inhibition; purified E. coli Lon protease, fluorescence polarization; 0.42% of 360,000 active; P0A9M0; inhibition, % at 7.94 µM; AID 602123; in the data active means inhibition above about 13%, passing the limit was not always enough;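 further: 0% = enzyme with probe and DMSO and 100% = no enzyme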
NRP1-CendR mod – NRP-1/CendR interaction modulation; O14786; FAM-RPARPAR peptide binding to NRP-1, fluorescence polarization; inhibition, % at 25 µM; 0.85% of 360,000 active;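 active means inhibition or corrected inhibition above about 18%, plus a signal ratio from 0.5 to 1.5, limit read from the data, passing the limit was not always enough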; further: strong numbers were not always called active
* hit, by the source's call; . = not tested or not shown. The order is random, and some 4.3% of all compounds hit somewhere here.

The opening 2 compounds, to show the layout:
Results follow in this order: LMPTP block | TbMetRS inhib | Scp1 inh | DNMT1 block | SUMO1 PPI mod | STEP inh | bovine MsrA act | MsrA inhibitor | E coli Lon inh | NRP1-CendR mod
- O=C(c1cccc(C(F)(F)F)c1)C1CCCN(C(=O)CN2CCCC2=O)C1 (stereo not drawn)
  0.2 | 0.6 | 3 | 0 | -4 | -3 | -1 | 1.6 | 0 | 2
- O=S(=O)(NCc1csc(-c2cccs2)n1)c1cccc(C(F)(F)F)c1
  1.9 | 1.0 | -15 | 15 | -10 | 0 | -4 | -0.3 | -2 | 2

Main list, previewed entries included:
Results follow in this order: LMPTP block | TbMetRS inhib | Scp1 inh | DNMT1 block | SUMO1 PPI mod | STEP inh | bovine MsrA act | MsrA inhibitor | E coli Lon inh | NRP1-CendR mod
- O=C(c1cccc(C(F)(F)F)c1)C1CCCN(C(=O)CN2CCCC2=O)C1 (stereo not drawn)
  0.2 | 0.6 | 3 | 0 | -4 | -3 | -1 | 1.6 | 0 | 2
- O=S(=O)(NCc1csc(-c2cccs2)n1)c1cccc(C(F)(F)F)c1
  1.9 | 1.0 | -15 | 15 | -10 | 0 | -4 | -0.3 | -2 | 2
- N#Cc1ccc(C(=O)Nc2cccc(S(=O)(=O)NC3=NCCC3)c2)cc1
  -0.9 | 0.1 | -5 | 3 | 0 | -2 | -1 | 0.3 | -6 | 13
- CCCc1ccc(S(=O)(=O)N2CCN(C(C)C(=O)NC3CCCC3)CC2)cc1 (stereo not drawn)
  -0.8 | -0.1 | 4 | 0 | 5 | -3 | 3 | 1.3 | 1 | 5
- c1ccc2c(c1)ncn2Cc1nnc2sc(-c3ccc4c(c3)OCO4)nn12
  -0.2 | -0.8 | 3 | -1 | 0 | 0 | -7 | 1.0 | 3 | -6
- CCOc1ccc(NC(=O)C2=C(C)C(=O)OC23CCC(C)CC3)cc1 (stereo not drawn)
  -1.3 | -1.2 | -7 | -4 | 2 | 2 | 1 | 0.8 | -16 | -2
- COc1cc(/C=N/NC(=O)c2cn(-c3cccc(C)n3)cn2)ccc1O
  -0.1 | 0.2 | -1 | 3 | -8 | -1 | -6 | 4.7* | -6 | 9
- Cc1nn(-c2ccccc2)c(C)c1C(=O)OCC(=O)Nc1ccc2c(c1)OCO2
  1.7 | -1.4 | 3 | -6 | 4 | 3 | -5 | 1.4 | -16 | 8
- Cn1c(SCC(=O)c2ccc(O)c(O)c2)nnc1-c1ccccc1
  7.9 | 1.3 | -4 | 5 | 0 | 1 | -4 | 1.0 | 8 | -14
- CN1CCN(C(=S)c2cn(Cc3ccc(F)cc3)c3ccccc23)CC1
  -0.9 | -0.4 | -8 | -1 | -1 | 4 | -9 | 0.8 | -6 | 9
- COc1cccc(CCC(=O)O)c1OC
  -0.9 | -0.8 | -2 | 5 | 3 | -1 | -2 | -0.3 | -2 | -8
- COc1cc2c(cc1OC)-c1nnc(C)n1C(C)(C)C2
  -0.1 | 0.4 | -8 | 1 | 1 | -2 | -2 | 1.0 | 4 | 5
- O=C(Cn1cncn1)N/N=C/c1ccccc1Cl
  1.7 | -0.2 | 1 | -2 | -2 | -1 | -5 | -1.1 | 9 | 8
- CC(C)n1nnnc1C1c2ccccc2C(=O)N1Cc1ccco1 (stereo not drawn)
  0.7 | -0.5 | . | . | -2 | . | -2 | -0.4 | -3 | -15
- CC(C)C[C@H](NC(=O)/C=C/[C@H]1O[C@@H](n2ccc(=O)[nH]c2=O)[C@H](O)[C@@H]1O)C(=O)O
  -0.7 | 0.4 | . | 6 | 4 | -6 | -11 | -0.5 | -11 | -17
- CCN(C(=O)COC(=O)c1cc(-c2ccccc2)nc2c1c(C)nn2-c1ccc(C)cc1)C1CCS(=O)(=O)C1 (stereo not drawn)
  2.4 | -0.6 | -18 | -9 | 37 | 7 | -7 | 0.5 | -4 | -6
- CCCCN(C(=O)c1ccc(C)o1)c1c(N)n(CC(C)C)c(=O)[nH]c1=O
  -1.5 | -0.3 | -6 | 2 | -3 | 1 | 4 | -1.2 | -6 | 5
- CCc1noc(C)c1C(=O)N1CCN(c2cccc(Cl)c2)CC1
  -1.4 | -0.1 | . | -1 | 6 | 1 | -1 | -0.4 | -22 | 6
- N#C/C(=C/c1cn(CC(=O)O)c2ccccc12)c1ccc(F)cc1
  -0.5 | 0.0 | -10 | 0 | -11 | 2 | -4 | 2.3 | 2 | -7
- CCOC(=O)[C@@H]1[C@H]2COc3cc(OC)ccc3[C@@H]2N2C(=O)N(c3cccc(Cl)c3)C(=O)[C@@]12C
  -0.9 | -0.4 | -8 | 1 | 4 | -5 | -13 | . | -5 | 0

Brought forward from above: three entries, then new ones.
Results follow in this order: LMPTP block | TbMetRS inhib | Scp1 inh | DNMT1 block | SUMO1 PPI mod | STEP inh | bovine MsrA act | MsrA inhibitor | E coli Lon inh | NRP1-CendR mod
- CCc1noc(C)c1C(=O)N1CCN(c2cccc(Cl)c2)CC1
  -1.4 | -0.1 | . | -1 | 6 | 1 | -1 | -0.4 | -22 | 6
- N#C/C(=C/c1cn(CC(=O)O)c2ccccc12)c1ccc(F)cc1
  -0.5 | 0.0 | -10 | 0 | -11 | 2 | -4 | 2.3 | 2 | -7
- CCOC(=O)[C@@H]1[C@H]2COc3cc(OC)ccc3[C@@H]2N2C(=O)N(c3cccc(Cl)c3)C(=O)[C@@]12C
  -0.9 | -0.4 | -8 | 1 | 4 | -5 | -13 | . | -5 | 0
- COCCCC1CCN(C(=O)C2CCC(=O)N(Cc3cccc(F)c3)C2)CC1 (stereo not drawn)
  -0.9 | 0.3 | 1 | 0 | 1 | -1 | -3 | 1.5 | -10 | 1
- CCCCC(=O)N(C)c1c(C)nc2ccc(C(=O)NCCN(C)C)cn12
  -7.6 | -0.1 | . | 2 | -1 | 4 | 0 | 0.7 | 2 | -5
- CC(=O)c1cccc(NC(=O)/C(=C/c2ccncc2)NC(=O)c2ccccc2)c1
  0.5 | 0.5 | -10 | -3 | -8 | -1 | -2 | -0.8 | -7 | 3
- O=C(CSc1nc2c(c(=O)n1-c1ccc(Cl)cc1)SCC2)Nc1nccs1
  1.3 | -0.3 | -15 | -8 | -7 | -2 | -2 | 0.0 | -5 | 9
- O=C(O)c1cccc(N2C(=O)c3cc4cccc(Br)c4cc3C2=O)c1
  1.0 | -0.5 | 4 | 10 | -13 | 0 | 0 | 0.1 | 0 | -4
- COc1ccc(-c2nnc(SCC(=O)NCc3cccs3)n2C)cc1
  -0.6 | -1.4 | -5 | 6 | -2 | 0 | -9 | -0.9 | -8 | -8
- CNC(=S)N1N=C(c2ccc(C)cc2)CC1c1ccc(Br)cc1 (stereo not drawn)
  2.6 | 0.0 | -12 | -6 | 1 | -5 | -4 | 2.3 | 2 | -6
- CCCN(CC(=O)Nc1ccccc1C)C(=O)C1CCN(S(=O)(=O)c2cccc(C(F)(F)F)c2)CC1
  -9.6 | -0.5 | -5 | -6 | -55 | 3 | -1 | -0.8 | -10 | -3
- CCOCCN(C=O)c1cccc(OC)c1
  -0.8 | -0.8 | -3 | 7 | -3 | -3 | -10 | -1.1 | 33* | 0
- Cc1sc2nc(CN(C(=O)NC3CCCCC3)C3CCCCC3)[nH]c(=O)c2c1C
  1.7 | -0.6 | -1 | 0 | 1 | 0 | -4 | 0.9 | -5 | 3
- N#CCc1ccc(OCCCN2CCC(C(O)(c3ccccc3)c3ccccc3)CC2)cc1
  -0.8 | -2.1 | . | . | -8 | . | -12 | 0.1 | -7 | 4
- Cc1nc(CNS(=O)(=O)c2cccc(F)c2)cs1
  -3.3 | -0.3 | -3 | 2 | 11 | -2 | -3 | -0.1 | -1 | 10
- Cc1cc(N2CCOCC2)c2c(N)c(C)cc(C)c2n1
  1.2 | -0.4 | -3 | 0 | -9 | -2 | -4 | 0.7 | -16 | -5
- COc1cc(CCNC(=O)c2ccccc2NC(=O)C2=C(C)OCCS2)cc(OC)c1OC
  -1.9 | -0.7 | 4 | 1 | 1 | -2 | -9 | -0.6 | -5 | -6
- Cc1c(NC(=O)COC(=O)C2=COCCO2)cccc1[N+](=O)[O-]
  -0.5 | -0.4 | -8 | 4 | 0 | -1 | -2 | 1.2 | -7 | 4
- O=C(NCCOc1ccccc1)c1cc(C(=O)NCCOc2ccccc2)cc([N+](=O)[O-])c1
  3.0 | 0.2 | -14 | -9 | -27 | 0 | -4 | -0.4 | -6 | 1
- O=C(NCC1CCCO1)c1ccccc1-c1nc(-c2ccccc2Cl)no1 (stereo not drawn)
  -0.9 | -0.4 | -8 | 7 | 4 | 4 | 0 | 0.0 | 7 | 8
- CC(=O)Nc1cccc(Oc2nc(NC(C)C)nc3cc(-c4ccccc4)sc23)c1
  2.3 | 0.0 | . | -47 | 0 | -1 | -2 | 0.1 | -15 | 4
- CC1CC(C)CN(C(=O)Cn2c(=O)n(CCCC(=O)NCc3ccco3)c(=O)c3sccc32)C1 (stereo not drawn)
  1.6 | -0.6 | 1 | 1 | 0 | -1 | -5 | -0.5 | 5 | 0
- O=C(COc1ccc(Cl)cc1)OCC(=O)c1ccc[nH]1
  1.4 | -0.1 | -1 | 3 | 0 | -3 | -1 | 0.6 | 7 | 6

Additional entries
Structure,LMPTP block,TbMetRS inhib,Scp1 inh,DNMT1 block,SUMO1 PPI mod,STEP inh,bovine MsrA act,MsrA inhibitor,E coli Lon inh,NRP1-CendR mod
CCOc1cc(/C=N/Nc2nc(Nc3ccccc3)nc(N3CCCCC3)n2)ccc1OCC(=O)O,-0.4,-0.4,5,1,-2,2,-8,0.6,3,4
CC(=O)Nc1ccc(C(=O)NCC2(N3CCCCC3)CCCCC2)cc1,-0.4,-0.2,-5,-2,-3,0,-4,0.9,0,-3
COc1ccc(/C=C2/CCc3ccccc3C2=O)cc1OC,0.1,-0.6,-11,-1,-17,2,-1,0.7,5,4
COCCCNCCOCCOc1c(OC)cccc1OC,-0.7,-0.7,-7,2,12,6,-6,1.0,5,8
C[C@@H](C(=O)Nc1cccnc1)n1c(=O)[nH]c2ccccc2c1=O,-0.2,-0.5,0,0,-9,-1,2,-0.3,-5,35*
